Assay outcomes: PubChem BioAssay, several laboratories
PLC-beta3 inh – human PLC-beta3 inhibitors, primary screen, biochemical, fluorescence; 1-phosphatidylinositol 4,5-bisphosphate phosphodiesterase beta-3 (Homo sapiens), Q01970; AID 720704, 2013; Purified PLC-beta3, fluorogenic substrate; 370,000 tested, 0.18% active; inhibition, % at 12.2 µM; in the data active = inhibition above about 11%;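 also: 0% = median of compound wells on plate and 100% = full blocker control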
Target sequence (Q01970 whole entry, looked up): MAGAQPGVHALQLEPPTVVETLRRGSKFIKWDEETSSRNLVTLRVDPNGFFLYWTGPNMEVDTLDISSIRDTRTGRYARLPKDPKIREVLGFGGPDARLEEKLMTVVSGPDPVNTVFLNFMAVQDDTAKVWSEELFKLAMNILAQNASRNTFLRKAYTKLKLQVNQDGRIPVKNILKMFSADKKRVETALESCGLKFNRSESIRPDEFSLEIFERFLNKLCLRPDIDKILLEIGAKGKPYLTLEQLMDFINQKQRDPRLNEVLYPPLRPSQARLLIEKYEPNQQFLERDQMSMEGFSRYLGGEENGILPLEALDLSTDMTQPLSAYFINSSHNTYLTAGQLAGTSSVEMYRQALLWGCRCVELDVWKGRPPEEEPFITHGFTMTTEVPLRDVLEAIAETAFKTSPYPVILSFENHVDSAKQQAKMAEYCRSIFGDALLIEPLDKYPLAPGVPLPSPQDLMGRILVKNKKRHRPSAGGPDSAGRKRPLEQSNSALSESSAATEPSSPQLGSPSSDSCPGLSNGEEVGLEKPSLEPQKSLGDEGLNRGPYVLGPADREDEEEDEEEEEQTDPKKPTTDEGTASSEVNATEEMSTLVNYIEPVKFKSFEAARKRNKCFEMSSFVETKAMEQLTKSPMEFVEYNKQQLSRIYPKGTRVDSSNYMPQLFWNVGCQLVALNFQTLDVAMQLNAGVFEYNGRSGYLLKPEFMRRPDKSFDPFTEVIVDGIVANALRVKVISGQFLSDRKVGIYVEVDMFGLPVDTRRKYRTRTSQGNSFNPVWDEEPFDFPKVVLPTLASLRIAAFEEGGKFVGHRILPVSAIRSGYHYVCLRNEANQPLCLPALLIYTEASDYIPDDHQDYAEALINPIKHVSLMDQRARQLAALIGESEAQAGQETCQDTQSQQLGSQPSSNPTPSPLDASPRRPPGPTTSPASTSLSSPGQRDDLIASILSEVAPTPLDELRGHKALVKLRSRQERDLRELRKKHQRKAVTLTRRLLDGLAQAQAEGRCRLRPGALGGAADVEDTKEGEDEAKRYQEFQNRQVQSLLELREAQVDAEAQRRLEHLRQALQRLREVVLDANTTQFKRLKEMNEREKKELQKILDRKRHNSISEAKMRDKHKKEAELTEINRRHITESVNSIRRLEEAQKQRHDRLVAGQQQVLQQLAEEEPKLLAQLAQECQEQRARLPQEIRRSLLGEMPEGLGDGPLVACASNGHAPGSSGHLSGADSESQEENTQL
sPLA2-III inh – human group III sPLA2 inhibitors, primary screen, biochemical, QFRET, BODIPY PC-A2 liposome substrate. QFRET BODIPY PC-A2 liposome hydrolysis, fluorescence. 370,000 tested, 0.56% active. Group 3 secretory phospholipase A2 (Homo sapiens), Q9NZ20. AID 743126, 2013. inhibition, % at 12.2 µM;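 active = inhibition above mean plus 3 SD of compounds lying within the high and low control bounds, cut at about 19% in these data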;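 also: 0% = median of test compound wells and 100% = no enzyme DMSO wells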
ASAP1 GAP inh – inhibitors of human ASAP1 ArfGAP activity, primary screen, biochemical, fluorescence polarization | 360,000 tested, 0.19% active | AID 624377, 2012 | ASAP1-stimulated ARF1 GTP hydrolysis, GDP FP detection | inhibition, % at 16.5 µM; in the data active = inhibition above about 25%;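 also: 0% = vehicle with enzyme and substrate and 100% = no enzyme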
UHRF1 binding – UHRF1 methylated DNA binding inhibitors, primary screen, counter-screen for MBD2 inhibitor project, biochemical, TR-FRET, human UHRF1, single concentration. UHRF1 binding to methylated oligo. inhibition, % at 4.4 µM. 370,000 tested, 0.75% active. AID 687016, 2013; in the data active = inhibition above about 21%;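 also: UHRF1 SRA domain binding a hemimethylated CpG hairpin DNA probe; 0% = median of test compound wells and 100% = reference inhibitor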
Tn6 DDE FP – inhibitors of Tn6 peptide binding to fibrin DD(E), primary screen, biochemical, fluorescence polarization, human fibrin, Tn6 probe; Fibrinogen beta chain (Homo sapiens), P02675; Fibrin DD(E) TRITC-Tn6 fluorescence polarization displacement; inhibition, % at 8.3 µM; 370,000 tested, 0.21% active; AID 720509, 2013;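 active = inhibition above a per-campaign cutoff: mean of compounds within control limits plus 3 SD, cut at about 15% in these data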;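 also: 0% = median of all compound wells on the plate and 100% = blocking peptide control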
ARFGAP1 inhibitor – inhibitors of rat ARFGAP1 GAP activity, primary screen, biochemical, fluorescence polarization, GDP tracer | ADP-ribosylation factor GTPase-activating protein 1 (Rattus norvegicus), Q62848 | Arfgap1-stimulated ARF1 GTP hydrolysis, GDP FP detection | inhibition, % at 16.5 µM | 360,000 tested, 0.26% active | AID 651572, 2012;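 active = inhibition above a per-plate limit, mean inhibition of low control wells plus 3 SD, cut at about 25% in these data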;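 also: 0% = DMSO wells with enzyme and 100% = wells lacking Arfgap1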
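Assay system: purified rat His6-Arfgap1 residues 1-136 (GAP domain); Reagent: human Δ17 ARF1 bound to GTP; Dosing: 16.5 µM single point, 1.26% DMSO; Times: GTP hydrolysis reaction 2 h at 25 °C; Signal: FP, GDP Alexa 633 tracer displaced from anti-GDP antibody, 620/688 nm; Measure: % inhibition from polarization.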
DDE Tn7 FP inh – inhibitors of Tn7 peptide binding to fibrin DD(E), primary screen, biochemical, fluorescence polarization, human fibrin, Tn7 probe | Fibrinogen beta chain (Homo sapiens), P02675 | FP displacement of FITC-Tn7 peptide from fibrin DD(E); 0% = median of compound wells per plate | inhibition, % at 8.3 µM | 370,000 tested, 0.13% active;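 active = inhibition above the mean of compounds falling within the control limits plus 3 SD of them, cut at about 14% in these data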;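 also: 0% = plate median of compound wells and 100% = 10 µM Aha-Tn7 peptide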
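system = human fibrin DD(E) protein | quantity = DD(E) 2 µM final | medium = Tris/NaCl/CaCl2 buffer, pH 7.8 | also added = labelled Tn7 tracer, 0.1 µM | compound dosing = single point at 8.3 µM | timing = compound with protein 10 min, then 3 h after probe, room temperature | signal = FP measurement | benchmarks = Aha-Tn7 high control | repeats = one replicate per compound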
PLCg1 inh – PLC-gamma1 enzyme inhibitors, primary screen, biochemical, fluorescence, purified enzyme; AID 720700, 2013; 370,000 tested, 0.84% active; inhibition, % at 12.2 µM; fluorogenic substrate; in the data active = inhibition above about 9.5%
NR1D1 modulator – modulators of Rev-erb alpha DNA binding, primary screen, biochemical, FITC-DNA, fluorescence polarization, uHTS; 370,000 tested, 0.79% active; Rev-erbα–FITC-DNA binding, 90 min; Nuclear receptor subfamily 1 group D member 1 (Homo sapiens), P20393; activity, % at 10 µM;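 active = activity above about 14%, limit read from the data; passing the limit was not always enough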;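 also: 0% = DMSO wells with 35 nM protein and 100% = DMSO wells with 750 nM protein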
proKLK7 act – proKLK7 zymogen activators, primary screen, biochemical, fluorescence intensity. Kallikrein-7 (Homo sapiens), P49862. AID 652039, 2013. 370,000 tested, 0.9% active. purified proKLK7, EDANS-DABCYL substrate fluorescence; 100% is mature enzyme control, 0% vehicle. activation, % at 7 µM;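 active = activation above the mean of all tested compounds plus 3 SD, computed per campaign excluding outliers beyond control limits, cut at about 13% in these data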
The depositor's hits bear a star; . = no result given.

SMILES	PLC-beta3 inh	sPLA2-III inh	ASAP1 GAP inh	UHRF1 binding	Tn6 DDE FP	ARFGAP1 inhibitor	DDE Tn7 FP inh	PLCg1 inh	NR1D1 modulator	proKLK7 act
CC1(C(=O)NS(=O)(=O)C2CC2)CCCN(C(=O)c2cc3ccccc3s2)C1 (stereo not given)	3	-1	-24	-1	7	0	6	3	8	0.5
c1ccc2[nH]c(NCc3ccc4c(c3)OCO4)nc2c1	4	-1	-14	0	-4	-1	4	-2	2	-0.4
O=C(Nc1ccccc1N1CCOCC1)c1ccc2ccccc2c1	-11	-4	-3	0	3	-2	-6	-2	4	-0.3
O=c1c2ccccc2[nH]c(=S)n1CCCN1CCOCC1	5	5	2	7	-8	8	-2	9	-1	-0.2
O=C(NCCO)c1ccc2c3n(nc2c1)-c1ccc(Cl)cc1CO3	-61	1	13	-8	-5	8	1	-52	-2	1.5
COc1ccc(C2C(C(=O)NCCN(C)C)c3cc(OC)c(OC)cc3C(=O)N2C)cc1OC (stereo not given)	4	7	4	1	-10	11	-4	0	4	-0.6
COC(=O)c1ccc(CSc2ncnc3c2nnn3-c2ccc(F)cc2)o1	-4	4	-5	-1	-1	5	4	0	-4	-0.2
CCOc1cc2[nH]c(=O)n(CCC(=O)NCc3ccc(OC)cc3)c(=O)c2cc1OCC	4	7	0	4	0	1	-2	-1	1	-0.5
CCOC(=O)Nc1ccc2c(CN3CCN(S(=O)(=O)c4ccccc4F)CC3)cc(=O)oc2c1	-72	-5	-4	0	-2	-5	-1	-77	0	3.3
COc1cc(/C=C(\CC(=O)O)c2nc3ccccc3s2)ccc1OCC(=O)Nc1ccccc1F	-89	-22	2	0	-10	7	7	-66	-4	-1.2
O=C(c1ccccc1F)N1CCN(c2ccc([N+](=O)[O-])c(NCc3cccnc3)c2)CC1	-2	0	-4	-7	-3	-10	5	3	-7	0.4
Cc1ccc(S(=O)(=O)N2[C@@H](c3ccccc3)C(C(=O)O)=CC[C@H]2c2ccc3c(c2)OCO3)cc1	-1	-13	8	-1	4	-1	-1	-1	-7	-0.5
CC1CCc2sc(C(=O)OCC(=O)NCc3ccc(F)cc3)cc2C1 (stereo not given)	1	-3	4	-2	5	-5	4	-3	13	0.1
COc1ccc(CCNC(=O)CSc2nc3[nH]ncc3c(=O)n2-c2ccccc2Br)cc1OC	5	-2	-9	-3	3	2	2	0	-6	0.0
CCCCCNC(=O)N[C@H](C(=O)O)C(C)C	1	6	-3	1	0	7	5	0	-3	-0.5
CCCN(CCC)S(=O)(=O)c1ccc(NC(=O)c2cc(C(=O)OC)cc([N+](=O)[O-])c2)cc1	-2	-2	12	-1	-8	-1	1	1	-4	0.2
Cc1ccc(-c2nnc(-c3ccc(NC(=O)Cc4cccs4)cc3)o2)cc1	-3	-2	-6	0	7	-13	-1	-3	3	-0.3
COc1ccc(-c2c3c(=O)n(C)c(=O)n(C)c3cn2-c2cccc(OC)c2)cc1	-63	-17	-4	1	-5	-4	-2	-70	4	0.6
CC(C)CCNC(=O)COc1ccc(C(=O)c2ccccc2)cc1	-5	-4	-10	-2	-4	6	-5	2	2	-0.1
OCCC1CN(Cc2cn[nH]c2C2CCCCC2)CCN1C1CCCC1 (stereo not given)	-6	7	-2	17	1	3	-5	-2	0	-0.2
CC(=O)N1N=C(c2ccccc2)CC1c1ccccc1[N+](=O)[O-] (stereo not given)	-3	3	0	2	1	-2	9	-3	-1	-0.1
C=CCN(CC=C)S(=O)(=O)c1ccc(NC(=S)NC(=O)C2CC2)cc1	2	6	2	-1	-6	-1	-5	5	5	0.1
CC(Sc1ccc(S(=O)(=O)N2CCOCC2)cn1)c1ccccc1Cl (stereo not given)	1	-5	10	0	0	-10	2	2	15	0.1
O=C(CCCSc1ccccc1)Nc1nc(-c2ccco2)c(-c2ccco2)s1	-42	-2	-4	3	4	0	-4	-30	-10	-1.0
Brc1ccccc1-n1nnc(-c2nccs2)n1	-2	-1	-11	1	9	-10	6	-2	4	0.0

Continued.
SMILES	PLC-beta3 inh	sPLA2-III inh	ASAP1 GAP inh	UHRF1 binding	Tn6 DDE FP	ARFGAP1 inhibitor	DDE Tn7 FP inh	PLCg1 inh	NR1D1 modulator	proKLK7 act
C[C@H](O)[C@@H]1CN2CCc3c([nH]c4cccc(-c5ccc6c(c5)OCO6)c34)[C@@H]2C[C@@H]1N(C)C(=O)c1ccco1	-98	-10	.	-3	-10	.	-1	-73	-5	-0.5
O=C(CCN1C(=O)COc2ccccc21)NCCCN1CCN(c2ccc(F)cc2)CC1	2	-1	-13	0	-4	-4	-3	2	-3	0.4
Cc1[nH]c(=S)c(C#N)c2c1CCCC2	-4	-1	-8	-2	-2	6	-6	-2	5	-0.5
Cc1ccc(S(=O)(=O)N[C@@H](C)C(=O)N2CCC(C(=O)N3CCC[C@H]3C(=O)O)CC2)cc1	0	-3	-10	-2	-7	2	-2	-1	0	-0.3
COc1ccc(NS(=O)(=O)c2cccc(C(=O)NCC3CCCO3)c2)cc1 (stereo not given)	-4	0	7	-4	-5	3	-4	2	1	0.3
O=C(NCCCC1CCCC1)C1CCC(=O)N(Cc2ccccc2F)C1 (stereo not given)	-6	1	11	-2	-2	6	1	0	-1	0.1
Cc1ccc(S(=O)(=O)Nc2ccc3c(c2)C(=O)N([C@H](C)CO)C[C@@H](C)[C@@H](CN(C)C(=O)Nc2cccc4ccccc24)O3)cc1	-60	-38	4	-3	-4	-11	6	-46	2	-2.7
COc1cc(OC)c(S(=O)(=O)Nc2ccccc2N2CCOCC2)cc1NC(C)=O	1	-3	4	1	1	5	-1	4	0	-0.3
CC(=O)Nc1cc(C(=O)NCCN2CCN(Cc3ccccc3)CC2)ccc1Sc1ccc(C)cc1	-6	-1	4	0	-4	-5	7	-1	-4	-0.9
S=C(NCc1ccncc1)NC1CCCC1	-4	6	1	3	2	11	0	1	1	0.6
N#Cc1ccc(C23OCCN2CCn2nc4ccccc4c23)cc1 (stereo not given)	-40	3	9	1	5	4	-4	-30	-4	1.8
COCCn1c(C)cc(C(=O)COC(=O)c2ccc(Cl)c(S(N)(=O)=O)c2)c1C	7	3	2	1	5	6	0	6	-1	0.1
CC(C)c1cc(-c2n[nH]c(=S)n2Cc2ccccc2)cs1	2	0	9	2	3	-7	2	-3	1	0.0
COc1cc(C(=O)OCC(=O)NC(=O)NCc2ccccc2)ccc1OC(F)F	-4	3	-4	4	2	-2	0	-6	-3	0.4
COc1cccc(/C=N/NC(=O)c2ccc(-n3cnnn3)cc2)c1	-10	9	1	0	-1	6	5	-4	-1	0.3
COc1ccc(N2CCCn3c2nc2c3c(=O)n(Cc3ccccc3F)c(=O)n2C)c(OC)c1	3	0	-4	0	6	-4	-1	6	-2	-0.1
O=C(Cc1ccccc1)c1c[nH]c(C(=O)O)c1	-1	-1	-21	-2	-1	-12	2	1	1	0.1
COc1ccc(OC)c(CCNC(=O)C2CCN(c3ncnc4c3nc3n4CCCCC3)CC2)c1	-9	7	6	26*	1	4	4	2	-1	0.1
COc1cc(CN2CCCC(CO)(Cc3cccc(Cl)c3)C2)cc(OC)c1O (stereo not given)	-4	-12	-2	-3	0	-1	-8	0	-9	0.3
COc1ccc(N2CCN(CCCNC(=O)C(=O)c3c(C)n(C)c4ccccc34)CC2)cc1	-5	-1	-2	-2	-9	-2	1	0	-4	0.4
C[C@@]12CC(=O)NC1N(C(=O)c1ccccc1)C(c1ccccc1OC(=O)c1ccccc1)C2 (stereo not given in full)	4	-2	-3	-1	4	-10	4	0	-1	-0.1
CC(NC(=O)COC(=O)c1ccc(N(C)C)cc1)c1ccccc1 (stereo not given)	-6	5	-4	4	-5	-1	4	-3	4	0.4
COc1ccc(SCCN2CC[C@@H](C(C)(C)C)CCC2=O)cc1	1	-8	-2	0	-1	14	-1	-3	1	0.3
COc1ccc(CN2C3CCC2CC(NC(=O)c2cccc(F)c2)C3)cc1 (stereo not given)	-3	-4	-7	1	-11	7	-3	1	1	0.4
Cc1cccc(C(=O)Nc2nc3ncccn3c2-c2ccc(F)cc2)c1	-154	-2	.	2	-10	.	-3	-127	-5	2.9

Going on with the list.
SMILES	PLC-beta3 inh	sPLA2-III inh	ASAP1 GAP inh	UHRF1 binding	Tn6 DDE FP	ARFGAP1 inhibitor	DDE Tn7 FP inh	PLCg1 inh	NR1D1 modulator	proKLK7 act
COc1cccc(NC(=O)C2(C)CCN2C(=O)CC2CCCC2)c1 (stereo not given)	1	-2	7	0	4	12	-9	2	8	0.4
S=C(NCCc1ccc(Cl)cc1)NCc1ccco1	-7	6	-13	-4	2	-2	6	-5	3	0.3
O=C(CSc1nc2ccccc2c(=O)n1-c1ccccc1Cl)NC1CCS(=O)(=O)C1 (stereo not given)	-5	3	-2	-3	0	4	-7	1	-4	0.0
O=C(Oc1ccc(-c2csnn2)cc1)C1CC1	-4	-1	-5	3	2	10	-2	0	-3	0.2
COc1ccc(OC)c(N(CC(=O)Nc2cccnc2)S(=O)(=O)c2ccc(OC)c(OC)c2)c1	-2	-2	2	-4	12	2	8	0	-2	0.1
C=CCc1ccc(OCC(O)CN2CCN(Cc3ccccc3)CC2)c(OC)c1 (stereo not given)	1	-13	-1	-2	-10	10	-3	1	3	0.7
Cc1nn(-c2ccc(F)cc2)c2sc(C(=O)OC3CCOC3=O)cc12 (stereo not given)	-78	-2	0	-1	11	-3	6	-61	3	20*
COC(=O)c1cc(NC2c3ccccc3C(=O)N2CCN2CCOCC2)cc(C(=O)OC)c1 (stereo not given)	-8	-3	0	0	8	-12	-7	-6	4	0.3
COC(=O)c1ccsc1NC(=O)CN1CCN(Cc2ccc3c(c2)OCO3)CC1	1	-5	-5	-1	-8	-7	-5	2	-1	0.5
O=C(C1CCN(S(=O)(=O)c2ccccc2)CC1)N(CCc1ccccc1)Cc1ccco1	2	-14	-8	-2	8	11	5	-1	-3	-0.5
CCOC(=O)CNC(=O)CSc1nc(Cc2cccs2)nc2ccccc12	-5	-5	4	-13	-8	4	4	-6	7	-0.5
